Compound activity from PubChem.
CCT modulator – High-Throughput Screening for Modulators of Cytosolic Chaperonin Activity | 360,000 compounds, 0.3% hits | AID 651819, 2012 | activity change, % (test concentration not listed), hits read low | purified chaperonin ATPase assay, HTRF ADP detection, 30 min; in the data active = activity change below about -30%; note: % is set by controls: 0 for no effect and ±100 for the full control effect
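Enzyme 40 or 20 nM (batch-dependent) in Tris pH 7.4/KCl/MgCl2/DTT; cpd 76 uM single point; ATP 10 uM; 30 min 37 °C; Transcreener ADP HTRF detection, 30 min RT; ratio 665/615.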
MmCpn inh – Inhibitors of TCP-1 ring complex (TRiC) of Methanococcus maripaludis (MmCpn): qHTS | Chaperonin Mm-Cpn (Methanococcus maripaludis) | 330,000 compounds, 0.031% hits | purified Mm-Cpn ATPase, ADP Transcreener TR-FRET | Potency, µM (titrated, usually from 76.9 µM), for inactives: top-dose activity, negative = inhibition, usual class: inhibitors; note: potency is the fitted concentration of half-maximal effect; % is set by controls: 0 for no effect and ±100 for the full control effect; nearly all actives have a fitted effect of over 80% in size
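ATP (10 uM final) was added to archaeal chaperonin (25 nM final) after 10 min exposure to test compound at 37°C; after 30 min further incubation, ADP was detected by competitive TR-FRET.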
pAkt inh – HTS Assay for Inhibitors of Akt Phophorylation: Primary Screen; Neuro2A IGF-stimulated pAkt S473 HTRF, 20 min; active compounds read low; activity change, % for hits at 50 µM; 360,000 compounds, 0.32% hits; AID 651550, 2012; in the data active = activity change below about -80%; inconclusive = mostly about -51% to -80%; note: % is set by controls: 0 for no effect and ±100 for the full control effect
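Neuro2A cells (4,500/well, DMEM with 0.5% FBS) were treated with compound at a single 50 µM final concentration, stimulated with 6 nM IGF for 20 min at 37 °C, and lysed. Phospho-Akt Ser473 was read by HTRF as 665/615 ratio ×10^4.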
D3 ag – qHTS of D3 Dopamine Receptor Agonist: qHTS; D(3) dopamine receptor (Homo sapiens), P35462; D3R DiscoveRx beta-arrestin cells, luminescence, 90 min; max activation, %; 410,000 compounds, 0.58% hits; AID 652048, 2013; in the data active = max activation above about 30%; note: 0% is about no effect; mostly tested at two doses, the higher about 12 µM
Target sequence (P35462 whole entry, looked up): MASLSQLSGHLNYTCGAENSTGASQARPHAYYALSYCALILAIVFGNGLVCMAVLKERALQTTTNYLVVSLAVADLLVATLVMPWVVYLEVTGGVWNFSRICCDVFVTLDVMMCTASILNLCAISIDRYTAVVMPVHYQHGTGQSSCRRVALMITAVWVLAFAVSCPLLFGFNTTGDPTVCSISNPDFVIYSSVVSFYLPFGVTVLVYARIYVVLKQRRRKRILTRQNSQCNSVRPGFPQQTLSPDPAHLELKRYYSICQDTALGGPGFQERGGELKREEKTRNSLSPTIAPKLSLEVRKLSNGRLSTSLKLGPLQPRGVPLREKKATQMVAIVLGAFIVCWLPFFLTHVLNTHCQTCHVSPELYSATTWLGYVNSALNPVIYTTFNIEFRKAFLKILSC
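Agonist mode: compounds and dopamine controls were applied to plated cells for 90 min at 37 degrees C after an overnight attachment at 1500 cells/well. Luminescent read-out followed 30 - 60 minutes at room temperature with DiscoveRx detection reagent.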
PTHR1 ag – qHTS for PTHR1 Agonists: Primary Screen; Parathyroid hormone/parathyroid hormone-related peptide receptor (Homo sapiens), Q03431; HEK293 GP2 PTHR1 cells, GloSensor cAMP luminescence, 1 h; Potency, µM (titrated, usually from 115 µM), for the others: top-dose activation, hits mostly activators; 410,000 compounds, 0.075% hits; AID 743266, 2014; note: potency is the fitted concentration of half-maximal effect; nearly all actives have a fitted effect of over 55% in size; some results filed as inactive show a strong effect at the top dose; inactives centre near -15; many of its hits are not listed in these tables
Target sequence (Q03431 whole entry, looked up): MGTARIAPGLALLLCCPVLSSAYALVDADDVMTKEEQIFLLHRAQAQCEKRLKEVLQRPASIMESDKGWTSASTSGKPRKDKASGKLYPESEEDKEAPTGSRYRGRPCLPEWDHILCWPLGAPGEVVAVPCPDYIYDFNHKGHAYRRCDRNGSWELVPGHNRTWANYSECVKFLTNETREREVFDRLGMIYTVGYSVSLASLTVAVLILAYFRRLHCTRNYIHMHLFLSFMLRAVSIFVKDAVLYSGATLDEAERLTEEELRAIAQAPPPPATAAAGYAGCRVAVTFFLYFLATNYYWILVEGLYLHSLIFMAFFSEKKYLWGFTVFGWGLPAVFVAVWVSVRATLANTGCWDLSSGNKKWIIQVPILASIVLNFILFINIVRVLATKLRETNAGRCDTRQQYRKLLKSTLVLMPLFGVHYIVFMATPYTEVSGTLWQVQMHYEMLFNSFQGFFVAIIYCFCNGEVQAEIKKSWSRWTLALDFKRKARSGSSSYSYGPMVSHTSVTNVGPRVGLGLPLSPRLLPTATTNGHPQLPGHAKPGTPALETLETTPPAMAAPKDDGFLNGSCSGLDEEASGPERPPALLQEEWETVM
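HEK-293-derived GP2 cells expressing PTHR1 and a GloSensor cAMP reporter, 3,000/well, plated overnight, given luciferin plus IBMX (each 0.5 mM as added) for 1 h at 37 °C, then compound for 1 h at 37 °C. Luminescence was read after 15 min at room temperature.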
DRD3 antagonist – qHTS of D3 Dopamine Receptor Antagonist: qHTS | D3R cells, DiscoveRx beta-arrestin luminescence, antagonist mode; active compounds read low | 360,000 compounds, 2.5% hits | D(3) dopamine receptor (Homo sapiens), P35462 | AID 652054, 2013 | max response, negative = inhibition, %; in the data active = max response below about -50%; inconclusive = no clear call, values can overlap the other calls; note: % is set by controls: 0 for no effect and ±100 for the full control effect; mostly tested at two doses, the higher about 12 µM
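Cells plated overnight at 1500 cells/well, then exposed to library compounds with dopamine controls for 90 minutes at 37 degrees C. DiscoveRx reagent added for 30–60 minutes at room temperature; luminescence read, quantitative HTS format.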
EPAC2 antag – qHTS for Antagonist of cAMP-regulated guanine nucleotide exchange factor 2 (EPAC2): primary screen; Potency, µM (highest dose often 114 µM), inactives show at the highest dose activity, negative = inhibition, most hits filed as inhibitors; 360,000 compounds, 0.18% hits; EPAC2 GEF exchange of Rap1B-BODIPY-GDP, fluorescence; note: potency is the fitted concentration of half-maximal effect; % is set by controls: 0 for no effect and ±100 for the full control effect; nearly all actives have a fitted effect of over 45% in size; many of its hits are not listed in these tables
EPAC2 agonist – qHTS for Agonist of cAMP-regulated guanine nucleotide exchange factor 4 (EPAC2): primary screen; EPAC2 activation, biochemical qHTS; response scale: 100% = 6.5 mM cAMP response; Potency, µM (series often up to 154 µM), for inactives: at the top dose activation, most hits filed as activators; 360,000 compounds, 0.079% hits; AID 720711, 2013; note: potency is the fitted concentration of half-maximal effect; nearly all actives have a fitted effect of over 50% in size
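Each well held 100 nM EPAC2, 250 nM RAP1B-BODIPY-GDP and 50 uM GDP. Fluorescence, read at 5-min intervals to 30 min, was referenced to a 6.5 mM cAMP positive control.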
Numbers without * were called inactive; i = inactive; ? = inconclusive; · = not tested or not shown; [ ] = another dose, or the depositor's remark. Unless noted, calls come from the whole dose curve; as a rule, active = well fitted curve in the direction sought with a large enough effect; inconclusive = small, poorly fitted or top-dose-only effect, or another doubt; inactive = no such curve, though single readings can be large; an effect the other way counts as inactive or inconclusive. Not all compounds are listed, so the mix of outcomes need not match the whole.

SMILES	CCT modulator	MmCpn inh	pAkt inh	D3 ag	PTHR1 ag	DRD3 antagonist	EPAC2 antag	EPAC2 agonist
Cc1ccc(S(=O)(=O)N2[C@@H](c3ccc(Br)cc3)C(C(=O)O)=CC[C@H]2c2cccc(Cl)c2)cc1	0.6	-1%	i	-10	-30%	0	?	-4%
CCOC(=O)C1(CCc2ccccc2)CCN(C(=O)c2cc(C)nc(C)n2)CC1	0.4	0%	i	7	-9%	-3	8%	10%
CC(C)c1ccc(NC(=O)COc2ccc(S(=O)(=O)N3CCOCC3)cc2)cc1	-0.4	1%	i	1	-42%	-25	-27%	-6%
COc1cc(C(c2sc3nc(C)nn3c2O)N2CC(C)OC(C)C2)cc(OC)c1OC (configuration not stated)	0.3	0%	i	2	i	-2	2%	13%
O=C(Nc1cccc(C(F)(F)F)c1)C1CCCCC1	0.1	0%	i	-9	-2%	-15	3%	-19%
COCc1cccc(-c2csc(C(NC(C)=O)c3cccc(F)c3)n2)c1 (configuration not stated)	0.6	·	i	2	-17%	10	-11%	0%
CCCCNC(=O)c1cc2cc(OC)ccc2[nH]1	0.0	-2%	i	-8	-31%[inhibitor]	1	-3%	6%
COc1ccccc1N(CC(O)CN1C(=O)NC(C)(C)C1=O)S(=O)(=O)c1ccc(C)cc1 (configuration not stated)	-7.1	-9%	i	-9	24%[57.5 µM]	-16	4%	6%
CCOC(=O)C1=C(c2ccccc2)NC(=O)NC1c1ccc(OC)cc1 (configuration not stated)	1.3	-2%	i	-1	i	10	6%	-1%
Cc1ccccc1NC(=O)CNC(=O)Cc1cccc2ccccc12	0.3	0%	i	-4	-11%	10	3%	7%
CC(C)(C)C1CCC(C(=O)NNC(=O)c2ccncc2)CC1 (configuration not stated)	-2.8	-1%	i	4	i	-9	0%	-9%
COc1ccc(-c2n[nH]c(=S)n2-c2ccc(Br)cc2)cc1OC	-2.3	-5%	i	-6	-15%	8	-9%	1%

Among those listed so far, 2 have bromine.
SMILES	CCT modulator	MmCpn inh	pAkt inh	D3 ag	PTHR1 ag	DRD3 antagonist	EPAC2 antag	EPAC2 agonist
Cc1ccc(S(=O)(=O)N2[C@@H](c3ccc(Br)cc3)C(C(=O)O)=CC[C@H]2c2cccc(Cl)c2)cc1	0.6	-1%	i	-10	-30%	0	?	-4%
COc1ccc(-c2n[nH]c(=S)n2-c2ccc(Br)cc2)cc1OC	-2.3	-5%	i	-6	-15%	8	-9%	1%

A second format for some results above:
compound | CCT modulator | MmCpn inh | pAkt inh | D3 ag | PTHR1 ag | DRD3 antagonist | EPAC2 antag | EPAC2 agonist
O=C(Nc1cccc(C(F)(F)F)c1)C1CCCCC1 | 0.1 | 0% | i | -9 | -2% | -15 | 3% | -19%
COCc1cccc(-c2csc(C(NC(C)=O)c3cccc(F)c3)n2)c1 (configuration not stated) | 0.6 | · | i | 2 | -17% | 10 | -11% | 0%

Compounds listed so far containing an NH in an aromatic ring:
SMILES	CCT modulator	MmCpn inh	pAkt inh	D3 ag	PTHR1 ag	DRD3 antagonist	EPAC2 antag	EPAC2 agonist
CCCCNC(=O)c1cc2cc(OC)ccc2[nH]1	0.0	-2%	i	-8	-31%[inhibitor]	1	-3%	6%
COc1ccc(-c2n[nH]c(=S)n2-c2ccc(Br)cc2)cc1OC	-2.3	-5%	i	-6	-15%	8	-9%	1%

(listing goes on)
SMILES	CCT modulator	MmCpn inh	pAkt inh	D3 ag	PTHR1 ag	DRD3 antagonist	EPAC2 antag	EPAC2 agonist
O=C(COC(=O)c1ccc2c(c1)OCO2)Nc1nc(-c2ccccc2)cs1	-0.7	0%	i	-10	-14%	-28	8%	8%
CCN(CC)CCNS(=O)(=O)c1ccc2[nH]cc(C(=O)O)c(=O)c2c1	-0.8	-12%	i	-14	-6%[57.5 µM]	16	-9%	1%
Cn1c(-c2ccccc2)cc(=NNS(C)(=O)=O)c2cc(S(=O)(=O)O)ccc21	-1.1	·	i	-4	0%	-20	5%	0%
NS(=O)(=O)c1ccc(NS(=O)(=O)c2cccs2)cc1	-0.6	0%	i	0	i	-4	2%	5%
O=S(=O)(NC1CC1)c1ccc(S(=O)(=O)N(Cc2ccccn2)C2CC2)cc1	-2.6	0%	i	-10	-11%	-22	-7%	14%
Cc1cc(C)c(S(=O)(=O)N2CCCC(C(=O)N3CCCC3)C2)c(C)c1 (configuration not stated)	-1.4	-5%	i	0	i	-7	19%	-8%
CC(C)(C)NCc1cc(Cl)ccc1OCc1ccccc1F	-2.0	0%	i	-6	i	1	2%	10%
Cc1ccc(S(=O)(=O)N2[C@@H](c3ccc(Cl)cc3)C(C(=O)O)=CC[C@H]2c2cccc(Cl)c2)cc1	0.9	-7%	i	-19	-10%	-14	?	5%
CCOc1ccc(NC(=O)NC2CC(=O)N(c3ccc(OC)cc3)C2)cc1 (configuration not stated)	2.0	0%	i	16	i	3	4%	-4%
O=C(NNC(=O)c1ccc2ccccc2c1)c1cccc(Br)c1	-7.1	·	i	-1	i	0	4%	12%
Cc1ccccc1NC(=O)/C=C/c1cccs1	-1.7	-1%	i	-5	-15%	-1	-3%	1%
CC1(C)Cc2ccccc2-c2nnc(-c3ccc(O)cc3)n21	0.8	0%	i	-13	-21%	-8	3%	-1%
O=C(CSc1nnc(CNC(=O)c2c(F)cccc2Cl)o1)NCc1ccc2c(c1)OCO2	-3.0	·	-107%*	-15	-8%[57.5 µM]	-22	-4%	3%
COc1ccc2c(c1)cc(C(=O)N/N=C/c1c(O)c(C(=O)O)cc3ccccc13)n2C	1.2	-5%	i	3	i	-5	1%	?
CC12C(=O)N(CCC(=O)O)C(=O)C1C1C=CC2C1 (configuration not stated)	-3.1	-1%	i	-2	-4%[57.5 µM]	4	-4%	6%
COc1ccccc1OCC(=O)Nc1ncc(C)s1	-0.7	-1%	i	1	-32%[inhibitor]	-19	-12%	11%
NC(=O)c1sc(=S)n2c1[nH]c(=O)c1sccc12	0.6	1%	i	5	-23%	-15	40µM*	-4%
O=C(COc1ccccc1-c1ccccc1)NCCN1C(=O)S/C(=C\c2cccnc2)C1=O	0.6	2%	i	6	-35%[inhibitor]	0	-8%	12%
CCCN(S(=O)(=O)c1ccc(OCC)cc1)S(=O)(=O)c1cccs1	-3.4	1%	i	-1	i	5	-11%	4%
CC1Cc2cc(/C=C3/SC(=S)NC3=O)ccc2O1 (configuration not stated)	-2.8	1%	i	4	-58%[inhibitor]	-16	?	4%
O=C1C2C3C=CC(c4ccccc4)(C2C(=O)N1c1cccc(Cl)c1)C1C(=O)N(c2cccc(Cl)c2)C(=O)C31 (configuration not stated)	0.0	-1%	i	-2	i	-9	-24%	-3%
C[C@@H]1CN([C@@H](C)CO)C(=O)c2cc(NC(=O)C3CCCCC3)ccc2O[C@@H](C)CCCCO[C@@H]1CN(C)Cc1ccncc1	-1.7	·	i	3	-12%	-1	1%	0%
Cc1ccc(NC(=O)N2CCc3ccccc3C2)cc1C	-0.1	-2%	i	-13	-7%	-3	1%	-1%
CC(/C=N/NC(=O)c1nnn(-c2nonc2N)c1C)=C\c1ccccc1	-0.7	0%	i	10	-23%	-18	1%	0%
CC(C)NC(=O)C(=O)NCCC1CCCCN1S(=O)(=O)c1cccs1 (configuration not stated)	2.2	-1%	i	1	i	-2	-1%	-1%
Cn1cc(CN2CCCC(C(=O)Nc3cccc(-c4cc5ccccc5[nH]4)c3)C2)cn1 (configuration not stated)	1.8	3%	i	-7	i	-68*	-7%	4%
CC(=O)C1=C(c2ccccc2)NC(=O)NC1c1ccccc1 (configuration not stated)	0.3	1%	i	4	-1%	4	-6%	4%
Cc1c(C(=O)c2ccc(F)cc2)c2ccccn2c1CCc1ccccn1	0.1	3%	i	0	-27%	11	-8%	7%
O=C(CN1C(=O)CCC1=O)Nc1nc(-c2ccc(Oc3ccccc3)cc2)cs1	0.2	-1%	i	2	-20%	-1	-2%	9%
COc1ccc(-c2csc(NC(=O)c3ccc(N4C(=O)CCC4=O)cc3)n2)cc1	0.9	?	i	3	-25%	18	1%	-3%
Cn1c(SCC(=O)Nc2nccs2)nnc1-c1ccco1	-1.0	-1%	i	0	-2%	-7	14%	4%
CC(=O)Nc1ccccc1C(=O)C(=O)Nc1ccc(F)c(Cl)c1	0.5	0%	i	1	-15%	24	0%	-1%
O=C(NCC1CCCO1)c1c(O)c2cccc3c2n(c1=O)CC3 (configuration not stated)	0.8	-18%	i	-16	-3%[57.5 µM]	?	14%	-2%
COC(=O)N=Nc1c(O)n(Cc2ccccc2)c2ccccc12	0.7	-3%	i	-8	-2%	0	2%	2%
CC(OC(=O)c1ccccc1NS(=O)(=O)c1cccc(C(F)(F)F)c1)C(=O)N(C)Cc1ccccc1 (configuration not stated)	-2.9	-2%	i	20	-8%	30	0%	8%
CCCN1C2CCCC1CC(NC(=O)c1ccccc1F)C2 (configuration not stated)	-2.3	4%	i	-2	-7%	2	3%	-4%
COc1ccc(C2N3CC4(C)CN2CC(C)(C3)C4=O)cc1OC (configuration not stated)	1.0	0%	i	-4	3%	1	-2%	-6%
Cc1ccc(C(=O)NCCN2CCC(n3c(=O)[nH]c4ccccc43)CC2)cc1F	-1.4	·	i	-11	-57%	-70*	3%	10%
COc1ccc(Cl)cc1NC(=O)C1CCCN(c2ncnc3c2nc2n3CCCCC2)C1 (configuration not stated)	1.1	0%	i	-3	-31%[inhibitor]	4	-18%	-2%
